NPY-Y2 antag: NPY-Y2 receptor antagonists, primary screen, cell-based | 140,000 tested, 0.99% active | AID 793, 2007 | inhibition, % at 2.7 µM | Neuropeptide Y receptor type 2 (Homo sapiens), P49146 | NPY-Y2 expressing cells, antagonist mode; in the data active = inhibition above about 17%;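 also: 0% = vehicle with agonist challenge and 100% = reference antagonist with challenge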
Target sequence (P49146 whole entry, looked up): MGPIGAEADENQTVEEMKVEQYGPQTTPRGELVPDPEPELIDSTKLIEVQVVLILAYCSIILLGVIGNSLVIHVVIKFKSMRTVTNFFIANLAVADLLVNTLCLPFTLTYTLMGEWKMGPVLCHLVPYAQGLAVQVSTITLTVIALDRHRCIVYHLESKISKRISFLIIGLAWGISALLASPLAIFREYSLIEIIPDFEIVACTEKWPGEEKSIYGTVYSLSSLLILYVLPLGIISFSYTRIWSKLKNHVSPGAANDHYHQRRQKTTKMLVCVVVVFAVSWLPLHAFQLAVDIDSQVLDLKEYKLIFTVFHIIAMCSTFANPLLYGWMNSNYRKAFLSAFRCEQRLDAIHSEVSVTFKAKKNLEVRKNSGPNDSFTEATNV
E-sel TNF inh: E-selectin induction blockers in HUVEC – imaging, immunofluorescence, high content, primary screen | inhibition, % at 2 µM | HUVEC TNFa-induced E-selectin immunofluorescence | 120,000 tested, 0.71% active | AID 1246, 2008;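 active = inhibition above the batch mean plus 3 SD, and confirmed as a hit on visual image review, cut at about 43% in these data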;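 also: 0% = TNF-stimulated DMSO wells and 100% = unstimulated control wells; not every result past the cut was called active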
GALR2 blocker: GALR2 antagonists in receptor-expressing cells, primary screen; Galanin receptor type 2 (Homo sapiens), O43603; antagonist mode; inhibition, % at 4 µM; 140,000 tested, 0.39% active; AID 828, 2007; in the data active = inhibition above about 27%;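 also: cells stimulated with galanin 1-16 at roughly its EC80; 0% = agonist challenge control and 100% = basal control without agonist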
Target sequence (O43603 whole entry, looked up): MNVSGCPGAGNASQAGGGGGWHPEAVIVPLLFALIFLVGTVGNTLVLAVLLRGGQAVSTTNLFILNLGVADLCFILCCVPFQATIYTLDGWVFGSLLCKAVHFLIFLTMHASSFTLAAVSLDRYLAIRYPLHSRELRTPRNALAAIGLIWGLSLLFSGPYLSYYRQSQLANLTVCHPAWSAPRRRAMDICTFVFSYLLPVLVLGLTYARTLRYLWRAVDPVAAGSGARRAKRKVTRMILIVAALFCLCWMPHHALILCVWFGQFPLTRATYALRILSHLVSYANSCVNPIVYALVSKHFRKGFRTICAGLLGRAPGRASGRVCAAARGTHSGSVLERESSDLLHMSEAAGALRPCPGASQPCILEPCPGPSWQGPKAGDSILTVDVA
Starred values were filed as active, the others as inactive. Some of the compounds tested; rates above refer to the full screens.

#1 CSc1nc2c(c(-c3ccccc3)c1C#N)CCC2
#2 O=C(COc1nnc2ccccn12)N1CCN(S(=O)(=O)c2ccccc2)CC1
#3 CCCn1c(=O)n(C)c(=O)c2c(SCc3cc(C(C)=O)ccc3OCC)nc(C3CC3)nc21
#4 CCOc1ccccc1NC(=O)c1cccnc1
#5 O=C(c1cc(-c2cccnc2)nc2ccc(Br)cc12)N1CCC2(CC1)OCCO2
#6 Cc1ccc2nc3c(cc(C#N)c(=N)n3CCCN3CCOCC3)c(=O)n2c1
screen / no.,1,2,3,4,5,6
NPY-Y2 antag,1,1,1,3,2,2
GALR2 blocker,-12,7,0,-1,10,3
E-sel TNF inh,-1,-61,-64,-4,-10,-20

#7 O=C(N/N=C/C=C/c1ccccc1)C(O)c1ccccc1 (configuration not stated)
#8 COc1cc(-n2c(=O)c3ccccc3n(Cc3cccnc3)c2=O)cc(OC)c1OC
#9 O=C(NCc1cccs1)Nc1cccc(Cl)c1
#10 O=C(Nc1ccccc1)c1ccc(CN2CCC(Cc3ccccc3)CC2)cc1
#11 CCOC(=O)C1CCCN(C(=O)c2cc3c(=O)n4cccc(C)c4nc3n2C)C1 (configuration not stated)
#12 CCOc1ccc(S(=O)(=O)Nc2cccc(Cl)c2)cc1
screen / no.,7,8,9,10,11,12
NPY-Y2 antag,4,-2,1,2,4,10
GALR2 blocker,30*,-5,16,-1,5,-1
E-sel TNF inh,12,11,-10,-3,-18,-10

#13 CN(Cc1ccccc1)c1nc2c(c(=O)[nH]c(=O)n2C)n1CCSc1ncccn1
#14 CCN1C(=O)/C(=C2/Sc3ccc(OC)cc3N2C)SC1=Nc1ccc(C(C)=O)cc1
#15 Cc1ccc2oc(C(=O)Nc3c(C)n(C)n(-c4ccccc4)c3=O)c(C)c2c1
#16 Cc1cc(N2CCC3(CC2)OCCO3)n2nc(C)c(-c3ccc(Cl)cc3)c2n1
#17 COC(=O)CNC(=O)c1ccccc1[N+](=O)[O-]
#18 N#C/C(C(=O)N1CCOCC1)=C1/SC=C(c2ccccc2)N1c1ccccc1
screen / no.,13,14,15,16,17,18
NPY-Y2 antag,-2,-3,4,0,3,0
GALR2 blocker,12,1,-6,-16,-5,-6
E-sel TNF inh,-4,-2,14,-6,31,-19

#19 COc1ccc(-n2c(=O)c3c4c(sc3n3c(C)nnc23)COC(C(C)C)C4)cc1 (configuration not stated)
#20 O=C1c2ccc(-c3nc4ccccc4o3)cc2C(=O)N1Cc1ccccc1
#21 Cc1cc(C)n(-c2nc3c(c(=O)n(Cc4ccc(Cl)c(Cl)c4)c(=O)n3C)n2C)n1
#22 Cc1oc(-c2ccc(F)cc2)cc1-c1nn2c(-c3ccco3)nnc2s1
#23 Cc1cc(C)c2nc(SCC(=O)Nc3ccccc3N3CCOCC3)c(C#N)cc2c1
#24 CC(=O)Oc1ccc(C(=O)Nn2cnnc2)cc1
screen / no.,19,20,21,22,23,24
NPY-Y2 antag,1,0,0,1,1,1
GALR2 blocker,-5,-2,-8,-1,5,12
E-sel TNF inh,3,-37,0,-15,-26,15

#25 COc1ccc(NC(=O)N(Cc2ccc(C)cc2)Cc2ccccn2)c(OC)c1
#26 CCn1c(CNC(=O)c2ccccc2)nc2ccccc21
#27 Cc1cccc2cc(C#N)c(SCCN3CCCCC3)nc12
#28 Cc1nc(NC2=NCN(CCc3ccccc3)CN2)nc2c(C)cccc12
#29 CN1CCN(c2ccccc2NS(=O)(=O)c2ccc3c(c2)CCN3C(=O)C2CCC2)CC1
#30 CCOC(=O)C1=NN(c2ccc(F)cc2)C2=NC(C)=C(C(=O)OC)C(c3cccs3)N12 (configuration not stated)
screen / no.,25,26,27,28,29,30
NPY-Y2 antag,2,-2,12,1,4,1
GALR2 blocker,-3,0,3,-9,1,6
E-sel TNF inh,9,5,-17,2,6,-4

#31 COc1ccc2cc(C(c3nnnn3C3CCCCC3)N3CCCCCC3)c3nnnn3c2c1 (configuration not stated)
#32 CCc1nc(N2CCN(S(=O)(=O)c3ccc(Br)cc3)CC2)c2c(C)c(C)sc2n1
#33 Cc1ccc2nc(-c3ccc(NC(=S)NCCC(C)C)cc3)sc2c1
#34 COc1ccc(Cl)cc1-c1nc(-c2ccc(NC(=O)c3ccncc3)cc2)no1
#35 CCCCS(=O)(=O)NC1=NCN(CCOC(=O)c2ccccc2)CN1
#36 Cc1nnc(SCCn2c(N(C)Cc3ccccc3)nc3c2c(=O)n(C)c(=O)n3C)s1
screen / no.,31,32,33,34,35,36
NPY-Y2 antag,-1,12,5,-2,-2,4
GALR2 blocker,-2,-4,6,-1,2,12
E-sel TNF inh,48,13,-18,-24,-52,1

#37 Cn1c(N2CCN(c3ccccn3)CC2)nc2c1c(=O)n(Cc1ccccc1Cl)c(=O)n2C
#38 COc1ccc(NC(=O)N(CCCN2CCOCC2)Cc2cccnc2)c(OC)c1
#39 Cc1cccc(NC(=O)c2c(O)c3cccc4c3n(c2=O)CC4)c1
#40 CC1C2=C(CCCC2=O)N(c2cccc3ccccc23)C2=C1C(=O)CCC2
#41 O=C(CSc1nc2ccccc2c(=O)n1CC1CCCO1)N1CCN(c2ccccc2)CC1 (configuration not stated)
#42 CC(=O)c1c(C(C)=O)c(C)n(CCCCn2c(C)c(C(C)=O)c(C(C)=O)c2C)c1C
screen / no.,37,38,39,40,41,42
NPY-Y2 antag,3,1,1,5,11,-1
GALR2 blocker,0,1,10,1,-5,-2
E-sel TNF inh,27,61*,1,2,-38,-14

#43 CCOC(=O)c1ccccc1N/C=C/C(=O)c1ccccc1
#44 CCOC(=O)c1cnc(SCC(=O)Nc2ccccc2N2CCOCC2)nc1N
#45 Cc1ccc(OCC(=O)O/N=C(\N)Cc2cccs2)cc1C
#46 Nc1nc(NCc2cccs2)nn1-c1ccccc1
#47 CC1CCCN(C(=O)c2ccc(S(=O)(=O)N3CCC(c4nc5ccccc5s4)CC3)cc2)C1 (configuration not stated)
#48 Brc1ccc(-c2nnc(-c3cccnc3)c3conc23)cc1
screen / no.,43,44,45,46,47,48
NPY-Y2 antag,4,0,7,2,0,2
GALR2 blocker,5,5,-2,-2,-2,-5
E-sel TNF inh,-20,-6,13,-29,23,-21

Three compounds drawn at random from the list so far, as already listed:
#43 CCOC(=O)c1ccccc1N/C=C/C(=O)c1ccccc1
#47 CC1CCCN(C(=O)c2ccc(S(=O)(=O)N3CCC(c4nc5ccccc5s4)CC3)cc2)C1 (configuration not stated)
#46 Nc1nc(NCc2cccs2)nn1-c1ccccc1
screen / no.,43,47,46
NPY-Y2 antag,4,0,2
GALR2 blocker,5,-2,-2
E-sel TNF inh,-20,23,-29

Next results:
#49 Cc1nnc2sc(-c3ccc(NC(=O)c4ccc(-c5ccc(Br)cc5)o4)cc3)nn12
#50 O=C(CN1CCCN(S(=O)(=O)c2ccc(Br)cc2)CC1)Nc1ccc2cn[nH]c2c1
#51 COc1ccc(C(=O)N(Cc2ccco2)Cc2cc3cc(C)ccc3[nH]c2=O)cc1OC
#52 COc1ccc(-n2c(=O)c3c4c(sc3n3c(C)nnc23)CC(C)CC4)cc1 (configuration not stated)
#53 CC1CN(Cc2nc3c(c(=O)n(C)c(=O)n3C)n2CCc2ccccc2)CC(C)O1 (configuration not stated)
#54 Cc1ccc(C)c(-n2c(Cc3cc(=O)[nH]c(=O)[nH]3)nnc2SCC(=O)NCc2ccco2)c1
screen / no.,49,50,51,52,53,54
NPY-Y2 antag,5,4,2,4,-1,7
GALR2 blocker,2,-11,0,4,-1,-2
E-sel TNF inh,5,-5,-15,-22,-7,17

#55 CCCCn1c(CN(Cc2ccccc2)Cc2ccccc2)nc2c1c(=O)n(C)c(=O)n2C
#56 COc1cccc(NC(=O)c2nn(C)cc2Br)c1
#57 CCC(=O)N=c1sc2c(OC)ccc(OC)c2n1C
#58 Cn1c(=O)[nH]c(=O)c2c1nc(N1CCNCC1)n2CCOc1ccccc1
#59 CCCN(Cc1cc2cccc(C)c2[nH]c1=O)C(=O)c1cccc(OC)c1
#60 CCC(c1nnc(SCC(=O)NCC2CCCO2)n1Cc1ccccc1)N(C)C (configuration not stated)
screen / no.,55,56,57,58,59,60
NPY-Y2 antag,1,4,2,0,2,0
GALR2 blocker,3,1,5,0,-15,0
E-sel TNF inh,-23,22,-11,-15,-7,0

#61 Cc1c(NC(=O)Cn2cnc3c(=O)n(C)c(=O)n(C)c32)cccc1-c1nc2ccccc2o1
#62 CC1(C)CC2(CCO1)N1CC3(C)CN2CC(C)(C1)C3=O (configuration not stated)
#63 CC1CN(Cc2nc3c(c(=O)n(C)c(=O)n3C)n2CCCc2ccccc2)CC(C)O1 (configuration not stated)
#64 O=C(C1=C(O)C(=O)N(CCN2CCOCC2)C1c1ccccc1)c1cccs1 (configuration not stated)
#65 CCOc1ccccc1C(=O)Nc1ccc2nc(N3CCN(c4ncccn4)CC3)cc(C)c2c1
#66 CN(CCNC(=O)C1CC(=O)N(C2CCCC2)C1)Cc1ccccc1 (configuration not stated)
#67 COc1ccc(C2C(C(C)=O)=C(C)N=c3s/c(=C\c4ccc5c(c4)OCO5)c(=O)n32)c(OC)c1 (configuration not stated)
screen / no.,61,62,63,64,65,66,67
NPY-Y2 antag,-1,2,4,3,5,1,1
GALR2 blocker,-1,1,1,2,-5,-5,3
E-sel TNF inh,-11,14,9,7,-19,5,-27

Among those listed so far, 10 contain an aryl thioether with sulfur outside any ring.
#1 CSc1nc2c(c(-c3ccccc3)c1C#N)CCC2
#3 CCCn1c(=O)n(C)c(=O)c2c(SCc3cc(C(C)=O)ccc3OCC)nc(C3CC3)nc21
#13 CN(Cc1ccccc1)c1nc2c(c(=O)[nH]c(=O)n2C)n1CCSc1ncccn1
#23 Cc1cc(C)c2nc(SCC(=O)Nc3ccccc3N3CCOCC3)c(C#N)cc2c1
#27 Cc1cccc2cc(C#N)c(SCCN3CCCCC3)nc12
#36 Cc1nnc(SCCn2c(N(C)Cc3ccccc3)nc3c2c(=O)n(C)c(=O)n3C)s1
#41 O=C(CSc1nc2ccccc2c(=O)n1CC1CCCO1)N1CCN(c2ccccc2)CC1 (configuration not stated)
#44 CCOC(=O)c1cnc(SCC(=O)Nc2ccccc2N2CCOCC2)nc1N
screen / no.,1,3,13,23,27,36,41,44
NPY-Y2 antag,1,1,-2,1,12,4,11,0
GALR2 blocker,-12,0,12,5,3,12,-5,5
E-sel TNF inh,-1,-64,-4,-26,-17,1,-38,-6

#54 Cc1ccc(C)c(-n2c(Cc3cc(=O)[nH]c(=O)[nH]3)nnc2SCC(=O)NCc2ccco2)c1
#60 CCC(c1nnc(SCC(=O)NCC2CCCO2)n1Cc1ccccc1)N(C)C (configuration not stated)
screen / no.,54,60
NPY-Y2 antag,7,0
GALR2 blocker,-2,0
E-sel TNF inh,17,0
